NS3h inh CB: hepatitis C NS3 helicase inhibition, primary screen | hit rate 1.6% among 16,000 | inhibition, % at 100 µM | NS3h Cy5-dT15 DNA binding, fluorescence polarization | AID 687043;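 active means inhibition above the average over every tested compound plus 3 SD, cut at about 40% in these data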
Cy5 interf NS3h: Cy5 fluorescence interference, HCV helicase counter-screen; hit rate 6% among 16,000; fluorescence interference ratio at 100 µM; Cy5-dT15 DNA with NS3h; actives lie on both sides; signal over control mean, under 1 quenches;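 active means compound fluorescence over control fluorescence at most 0.8, a quencher, or at least a set upper limit, an enhancer; inactive means ratio between 0.8 and the set upper limit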
Starred values were filed as active, the others as inactive. An unsorted share of the library; overall some 7.1% were active at least once.

Start of the listing, in advance:
SMILES	NS3h inh CB	Cy5 interf NS3h
c1ccc(CSc2ncnc3nc[nH]c23)cc1	6	1.1
Cc1nc(-c2ccccc2)nc2[nH]ccc(=O)c12	4	0.8*
O=C(NCC1CCCO1)c1cc2n(n1)C(C(F)(F)F)CC(c1cccs1)N2 (centres undefined)	4	1
CC(=O)Oc1ccc2ccccc2c1C(NC(=O)Cc1ccccc1)c1ccccc1Cl (centres undefined)	13	0.95
CCN(CC)C(=O)CN(c1ccc(Cl)cc1)S(C)(=O)=O	3	1.2
COCCN1C(=O)/C(=C/c2c(Cl)cccc2Cl)SC1=S	7	0.95
CN(C)/C=C/C=C1\CC(=O)N(c2ccccc2)C1=O	8	0.89

Results (from the top)
SMILES	NS3h inh CB	Cy5 interf NS3h
c1ccc(CSc2ncnc3nc[nH]c23)cc1	6	1.1
Cc1nc(-c2ccccc2)nc2[nH]ccc(=O)c12	4	0.8*
O=C(NCC1CCCO1)c1cc2n(n1)C(C(F)(F)F)CC(c1cccs1)N2 (centres undefined)	4	1
CC(=O)Oc1ccc2ccccc2c1C(NC(=O)Cc1ccccc1)c1ccccc1Cl (centres undefined)	13	0.95
CCN(CC)C(=O)CN(c1ccc(Cl)cc1)S(C)(=O)=O	3	1.2
COCCN1C(=O)/C(=C/c2c(Cl)cccc2Cl)SC1=S	7	0.95
CN(C)/C=C/C=C1\CC(=O)N(c2ccccc2)C1=O	8	0.89
O=C(O)c1ccc(C(=O)NCc2ccccc2)c(C(=O)O)c1	-8	1
CCN(CC)c1nc(-c2ccccc2O)nc2ccccc12	-3	0.99
COc1ccc(NC(=O)c2cccc(Cl)c2Cl)cc1OC	10	0.78*
O=C(CSc1nnc(-c2cccnc2)o1)c1ccc(Br)cc1	7	1
CC(C)n1c(O)c(C2=c3cc(Br)ccc3=NC2=O)sc1=S	8	1
N#Cc1ccccc1NC(=O)c1ccc(-c2ccccc2)cc1	7	0.96
N#CCCn1cc(/C=N\O)c(-c2ccc(-c3ccccc3)cc2)n1	13	0.93
N/C(=N/OC(=O)c1ccc(Br)cc1)c1ccncc1	-2	0.99
Cc1cc(C)cc(-n2c(C)cc(/C=C(\C#N)C(=O)Nc3ccccc3)c2C)c1	7	1
COc1cc([N+](=O)[O-])ccc1N=S(C)C	-7	0.93
O=C(COc1ccc(Br)cc1)Nc1ccc(F)c([N+](=O)[O-])c1	10	0.99
CCc1ccc(NC(=O)CSc2nc3ccc(N)cc3s2)cc1	8	0.96
CC(C)c1ccc(-c2nnc(N)s2)cc1	10	0.98
CC(=O)Nc1ccc(C(=O)Nc2ccc(Cl)cn2)cc1	-8	0.99
Cc1cc(/C=N/Nc2ccc([N+](=O)[O-])cn2)c(C)n1-c1ccccc1F	-10	0.92
COc1ccc(NC(=O)C2(c3ccccc3)CC2(Cl)Cl)cc1 (centres undefined)	-2	0.83
COn1c(=O)c(=O)n(OCc2ccccc2)c2ccccc21	2	0.99
O=C1NC(=O)N(c2ccccc2)C(=O)/C1=C\c1ccc(-c2ccc([N+](=O)[O-])cc2Cl)o1	-3	0.82

Single records, as listed above.
`CC(C)n1c(O)c(C2=c3cc(Br)ccc3=NC2=O)sc1=S` in the list: NS3h inh CB: 8; Cy5 interf NS3h: 1
`COCCN1C(=O)/C(=C/c2c(Cl)cccc2Cl)SC1=S` in the list: NS3h inh CB: 7; Cy5 interf NS3h: 0.95
`N/C(=N/OC(=O)c1ccc(Br)cc1)c1ccncc1` in the list: NS3h inh CB: -2; Cy5 interf NS3h: 0.99

Next section
SMILES	NS3h inh CB	Cy5 interf NS3h
CCOc1ccc(N2C(=O)NC(=O)/C(=C\c3ccc(OCc4cccc(C(=O)O)c4)cc3)C2=O)cc1	28	1.1
C#Cc1cccc(NC(=O)c2cccc(N3C(=O)c4ccc(Oc5cccc([N+](=O)[O-])c5)cc4C3=O)c2)c1	3	1
Cc1ccc(S(=O)(=O)Nc2ccc(S(=O)(=O)N3CCOCC3)cc2)cc1[N+](=O)[O-]	2	1
CCOc1cc(C(=O)NC2CCSC2=O)cc(OCC)c1OCC (centres undefined)	5	1
CC(=O)Oc1ccc2c(C)c(C)c(=O)oc2c1C	0	1.1
COC(=O)C1=C(C)N(c2ccc(F)cc2)C(=O)/C1=C\c1ccccc1O	17	0.89
COc1ccc(NC2=C(Cl)C(=O)N(c3ccccc3Cl)C2=O)c(OC)c1	16	1
CCOc1ccccc1N(CC(=O)Nc1ccc(OC)c(OC)c1)S(=O)(=O)c1ccccc1	-1	0.89
Cn1c(=O)c2c(ncn2CC(=O)N2CCN(c3ccc([N+](=O)[O-])cc3)CC2)n(C)c1=O	11	1.1
COC(=O)c1ccccc1NC(=O)c1cc2nc(-c3ccccc3)cc(C)n2n1	14	0.73*
N#C/C(=C\c1cccc(Br)c1)c1nc(-c2ccc([N+](=O)[O-])cc2)cs1	6	1.1
Cc1ccc(CCC(=O)Nc2ncc(Cc3ccc(Cl)cc3Cl)s2)o1	6	1
Cc1ccc(CNC(=O)C(=O)NC(C)C)cc1	12	1.1
CCOC(=O)c1c(N)sc(C(=O)Nc2cccc(Cl)c2)c1C	16	0.95
O=C(NCC1CCCO1)C(=O)Nc1ccc(F)cc1 (centres undefined)	2	1
COC(=O)/C=C1\NC(=Nc2nc(C)c3cc(OC)ccc3n2)NC1=O	-9	0.84
CCOC(=O)C(=O)c1cc(-c2ccccc2)c(-c2ccccc2)s1	15	0.97
COc1ccc(/C=C2/SC(=O)N(CNc3cc(C)ccc3C)C2=O)cc1OC	5	1
CCOc1ccc(N2C(=O)NC(=O)/C(=C\c3ccc(-c4ccc([N+](=O)[O-])cc4OC)o3)C2=O)cc1	22	1
COc1ccc(C(=O)/C=C/NCc2ccccc2)cc1OC	3	0.95
Cc1ccc(C(=O)NN2C(=O)c3ccc(S(=O)(=O)c4ccc(C(=O)O)cc4)cc3C2=O)cc1	15	0.93
CCc1ccc(-n2c(C)cc(/C=C(\C#N)C(=O)Nc3ccc(OC)cc3)c2C)cc1	7	1
Cc1c(Br)c([N+](=O)[O-])nn1CC(=O)NCc1cccs1	13	1
Cc1cc(C)n(C(=O)CNC(=O)c2ccc(Br)cc2)n1	-7	1.1
C=CCc1c(C)[nH]c2ccc(C(=O)OCC)cc2c1=O	13	1.1

Single entries from above.
`Cc1ccc(CNC(=O)C(=O)NC(C)C)cc1` in Cy5 interf NS3h is entered as 1.1
`CCOc1ccc(N2C(=O)NC(=O)/C(=C\c3ccc(-c4ccc([N+](=O)[O-])cc4OC)o3)C2=O)cc1` in NS3h inh CB is entered as 22
`CCc1ccc(-n2c(C)cc(/C=C(\C#N)C(=O)Nc3ccc(OC)cc3)c2C)cc1` in NS3h inh CB is entered as 7
`COC(=O)c1ccccc1NC(=O)c1cc2nc(-c3ccccc3)cc(C)n2n1` in NS3h inh CB is entered as 14
`COc1ccc(C(=O)/C=C/NCc2ccccc2)cc1OC` in NS3h inh CB is entered as 3

The list goes on.
SMILES	NS3h inh CB	Cy5 interf NS3h
CN1C(=O)/C(=C\c2cn(Cc3ccc(F)cc3)c3ccccc23)SC1=S	15	1
CCc1ccccc1N1C(=O)NC(=O)/C(=C\c2cc(C)n(-c3cccnc3)c2C)C1=O	1	0.94
CCC(=O)N1c2ccccc2NC2=C(C(=O)CC(c3ccc(OC)cc3)C2)C1c1ccccc1 (centres undefined)	6	0.99
O=C1NC(=S)N(c2cccc(Br)c2)C(=O)/C1=C/c1ccc(Cl)cc1	13	1
Cn1c(=O)c2c(nc(Sc3nc4ccccc4o3)n2C)n(C)c1=O	5	1.1
CCC(=O)Nc1c(-c2ccc(C)cc2)nc2ccccn12	-12	0.93
C=CCOC(=O)C1=C(C)NC(=S)NC1c1ccc(OC)cc1 (centres undefined)	24	0.99
Cc1ccnc(SC2CC(=O)N(c3ccccc3)C2=O)n1 (centres undefined)	1	1
Cc1ccc(CN2CCN(S(C)(=O)=O)CC2)cc1	8	0.68*
COc1ccc(S(=O)(=O)N(CCc2ccccc2)CC(=O)Nc2cc(OC)ccc2OC)cc1	25	1
C/C(=N\NC(=O)C(=O)N/N=C(\C)c1ccccc1)c1ccccc1	0	1
CCOc1cc(C(=O)Nc2ccc([N+](=O)[O-])cc2C)cc(OCC)c1OCC	-12	1
CCOC(=O)C1=C(c2ccccc2)N=c2s/c(=C\c3ccc(N(C)C)o3)c(=O)n2C1c1ccc(OC)c(OC)c1 (centres undefined)	14	1.1
COc1ccccc1C/C(N)=N\OC(=O)COc1ccc2ccccc2c1	10	1
Cc1nc2ccc(NC(=S)N3c4ccccc4CC3C)cc2nc1C (centres undefined)	-1	1.1
O=[N+]([O-])c1ccc(N2CCOCC2)cc1NC1CC1	7	0.87
COc1ccc(NC(=O)N2CCN(c3ccc(F)cc3)CC2)cc1	6	0.99
O=C1c2ccccc2C(=O)N1Cc1nc2ccccc2c(=O)n1CCCn1ccnc1	-6	0.86
Cc1cc(=O)n2c([nH]c3ccccc32)c1C(=O)O	30	0.79*
Cc1cc(OCc2nc(-c3ccncc3)no2)ccc1Br	22	1
Cc1cc(C)c(NC(=O)Cc2ccccc2[N+](=O)[O-])c(C)c1	11	1
CCOc1ccc(C(=O)N2CCc3ccccc3C2)cc1OCC	10	1
CCC(C)c1ccc(OCCOc2ccc(C=C3C(=O)NC(=S)NC3=O)cc2)cc1 (centres undefined)	46*	0.92
CCc1cc2c(=O)c(-c3nc4ccccc4[nH]3)coc2c(CN2CCOCC2)c1O	12	0.89
CCOc1ccc2c(c1)SCC(=O)N2	3	1.1

Going on with the list.
SMILES	NS3h inh CB	Cy5 interf NS3h
O=C1CSC(=S)N1c1ccc(Cl)cc1	7	1
O=C(Nc1ccc(Cl)cc1)c1nn2c(c1Cl)NC(c1ccc(Cl)cc1)CC2C(F)(F)F (centres undefined)	36	1.1
COc1ccc(C(=O)c2ccc(N3CCN(C(=O)c4ccc(Cl)cc4Cl)CC3)c(F)c2)cc1Br	-3	1.1
COc1ccc(C2Nc3ccccc3C(=O)N2Cc2ccccc2)cc1COc1ccc([N+](=O)[O-])cc1 (centres undefined)	10	1
Cc1no[n+]([O-])c1COc1ccc(C=O)cc1	-8	1.1
CCc1ccccc1NC(=O)CN(c1ccc(OC)c(Cl)c1)S(C)(=O)=O	13	0.98
COc1ccc(S(=O)(=O)N(CCc2ccccc2)CC(N)=O)cc1	4	1
O=C(O)CCC(=O)N1N=C(c2cccs2)CC1c1cccc([N+](=O)[O-])c1 (centres undefined)	3	0.99
N#C/C(=C\c1ccc(-c2ccc(Cl)cc2)o1)C(=O)Nc1cccc2ncccc12	-42	0.55*
C=CCN(CC=C)CN1C(=O)C(=O)c2cc(Br)ccc21	-2	1
O=C(Nc1ccc(Br)cn1)c1cc2n(n1)C(C(F)(F)F)CC(c1ccccc1)N2 (centres undefined)	24	0.7*
C=CCOc1ccc(Cl)cc1/C=C1/SC(=S)N(Cc2ccccc2)C1=O	0	1
Cc1ccnc(Nc2nc(-c3ccc(Br)cc3)cs2)c1	12	1
O=C(/C=C/c1ccccc1)NC(=S)Nc1ccc(NC(=O)c2cccc(Cl)c2)cc1	-6	1
COc1ccc(NC(=O)c2nn3c(c2Br)NC(c2cccs2)CC3C(F)(F)F)cc1OC (centres undefined)	9	1
COc1cc(C(N)=O)cc(OC)c1OC	3	1
COc1ccc(C2CC(=O)C3=C(C2)Nc2ccccc2NC3c2cc(OC)c(OC)cc2OC)cc1 (centres undefined)	6	0.97
Cc1cc(C(=O)N2CCN(C)CC2)ccc1[N+](=O)[O-]	-8	0.85
O=C1S/C(=C\c2ccc(Br)o2)C(=O)N1c1ccc(Cl)c(Cl)c1	8	1.1
Cc1oc2ccc(O)cc2c1C(=O)c1ccc(Br)cc1	7	1
CNc1nc(NC)nc(-n2c(C(F)(F)F)nc3ccccc32)n1	6	0.99
COc1ccccc1NC(=O)c1cc(Nc2ccccc2)nc2ccccc12	18	1.1
COc1ccccc1C(=O)NNC1=CC(=O)CC(C)(C)C1	-2	1

Some of these compounds in order of molecular weight, high to low:
SMILES	NS3h inh CB	Cy5 interf NS3h
Cn1c(=O)c2c(ncn2CC(=O)N2CCN(c3ccc([N+](=O)[O-])cc3)CC2)n(C)c1=O	11	1.1
COc1ccc(NC(=O)C2(c3ccccc3)CC2(Cl)Cl)cc1 (centres undefined)	-2	0.83
N#Cc1ccccc1NC(=O)c1ccc(-c2ccccc2)cc1	7	0.96
CCC(=O)Nc1c(-c2ccc(C)cc2)nc2ccccn12	-12	0.93

Bioassay records: PubChem BioAssay, Milwaukee Institute for Drug Discovery
